Bioassay records (PubChem BioAssay)
TcdB GH inh: TcdB glycohydrolase inhibitors, primary screen, biochemical, single point, plate reader | TcdB glycohydrolase enzymatic assay | inhibition, % at 9.99 µM | actives 0.24% (n = 350,000); in the data active = inhibition above about 10%
Rv3671c inh: Rv3671c serine protease inhibitors, primary screen, biochemical, fluorescence polarization, M. tuberculosis H37Rv. AID 2606, 2010. inhibition, % at 5.96 µM. actives 0.048% (n = 320,000); in the data active = inhibition above about 38%;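 note: extracellular domain of Rv3671c used as enzyme; 0% = enzyme with DMSO and 100% = no enzyme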
Target sequence (P9WHR9 whole entry, looked up, the tested form may be a part): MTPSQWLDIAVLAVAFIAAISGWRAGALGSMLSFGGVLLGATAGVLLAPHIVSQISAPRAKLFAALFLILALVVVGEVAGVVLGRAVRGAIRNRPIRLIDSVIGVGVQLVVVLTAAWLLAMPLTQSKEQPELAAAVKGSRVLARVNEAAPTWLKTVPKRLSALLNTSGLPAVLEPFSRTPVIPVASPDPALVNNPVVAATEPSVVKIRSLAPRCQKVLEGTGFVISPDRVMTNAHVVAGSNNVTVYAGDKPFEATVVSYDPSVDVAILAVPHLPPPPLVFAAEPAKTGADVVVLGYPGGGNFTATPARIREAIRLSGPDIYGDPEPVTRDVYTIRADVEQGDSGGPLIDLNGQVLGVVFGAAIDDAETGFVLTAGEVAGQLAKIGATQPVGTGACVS
SARS 3CLpro inh: SARS-CoV 3CLpro protease inhibitors, primary screen, biochemical, quenched FRET; recombinant SARS-CoV 3CLpro, quenched FRET peptide cleavage; Replicase polyprotein 1ab (Severe acute respiratory syndrome coronavirus), P0C6X7; actives 0.14% (n = 290,000); AID 1706, 2009; inhibition, % at 6 µM; in the data active = inhibition above about 12%
SSB-PriA inh: inhibitors of Klebsiella pneumoniae PriA binding to SSB C-terminal tail, primary screen, biochemical, AlphaScreen | PriA–SSB C-terminal tail interaction (Klebsiella pneumoniae) | AlphaScreen SSBct-PriA binding, biotinylated peptide | inhibition, % at 33 µM | actives 0.6% (n = 430,000) | AID 1272365, 2023; in the data active = inhibition mostly above about 37%, no sharp cut-off; inactive = mostly below about 20%;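 note: plate controls were negative control peptide for no effect and reference peptide for full effect; strong numbers were not always called active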
MazF activator: activators of E. coli MazEF toxin-antitoxin RNase, primary screen, biochemical, fluorescence, uHTS; actives 0.32% (n = 350,000); FAM/BHQ RNA-DNA oligo cleavage fluorescence, 5 h; activation, % at 20 µM; in the data active = activation above about 50%
Target sequence (P0AE70 whole entry, looked up): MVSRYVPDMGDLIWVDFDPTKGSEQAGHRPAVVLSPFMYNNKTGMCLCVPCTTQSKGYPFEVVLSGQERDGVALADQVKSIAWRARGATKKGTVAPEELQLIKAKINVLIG
PfHsp40 rescue: rescue of yeast from PfHsp40 toxicity, primary screen, S. cerevisiae, ATP luminescence. S. cerevisiae expressing PfHsp40, growth rescue. growth rescue, % at 12.5 µM. actives 0.68% (n = 340,000); in the data active = growth rescue above about 28%, passing the limit was not always enough;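 note: yeast W303a lacking pdr1 and pdr3 grown in galactose medium; growth measured after three days at 30 °C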
BH1578 lux ind: inducers of Vibrio cholerae quorum light production without autoinducers, primary screen, BH1578 luxS cqsA deficient, single point; actives 0.16% (n = 350,000); V. cholerae BH1578 lux reporter, luminescence, 6 h; activation, % at 18.7 µM; AID 588436, 2011; in the data active = activation mostly above about 9.7%, no sharp cut-off; note: not every result past the cut was called active; inactives centre near 0; reference of the scale not given here
Y pestis TopoI: Yersinia pestis topoisomerase I inhibitors, primary screen, biochemical, cleavage product accumulation, plate reader, single point | activity, % at 10 µM | actives 0.064% (n = 360,000) | Y. pestis Topo-I cleavage product accumulation | DNA topoisomerase I (Yersinia pestis CO92); in the data active = activity above about 50%, passing the limit was not always enough; note: inactives centre near 2
VHR inh abs: VHR1 phosphatase inhibitors, primary screen, biochemical, absorbance, uHTS. inhibition, % at 13.3 µM. actives 0.52% (n = 290,000). Dual specificity protein phosphatase 3 (Homo sapiens), P51452. recombinant VHR phosphatase, pNPP absorbance. AID 1654, 2009; in the data active = inhibition above about 50%; note: some compounds called inactive have numbers as strong as hits
Target sequence (P51452 whole entry, looked up): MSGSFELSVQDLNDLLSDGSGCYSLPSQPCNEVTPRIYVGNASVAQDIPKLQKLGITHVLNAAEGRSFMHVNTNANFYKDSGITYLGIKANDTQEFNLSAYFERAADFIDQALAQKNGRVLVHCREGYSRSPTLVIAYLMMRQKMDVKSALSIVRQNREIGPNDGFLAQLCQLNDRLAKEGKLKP
Anthrax LF prot: Bacillus anthracis LF protease inhibitors, primary screen, biochemical, multiplex microsphere, MLPCN library; multiplex microsphere protease cleavage assay; actives 0.12% (n = 360,000); AID 588501, 2011; inhibition, % at 10 µM; Lethal factor (Bacillus anthracis), P15917; in the data active = inhibition above about 30%; note: plate controls were buffer without enzyme for full effect and enzyme alone for no effect
Active calls of the source: *; i = inactive; . = no result given; & = joins results of further samples. Only part of the results is shown. The share of hits here may be higher or lower than overall.

smiles	TcdB GH inh	Rv3671c inh	SARS 3CLpro inh	SSB-PriA inh	MazF activator	PfHsp40 rescue	BH1578 lux ind	Y pestis TopoI	VHR inh abs	Anthrax LF prot
CN(C)S(=O)(=O)c1ccc(NC(=O)c2ccccn2)cc1	.	-1	-2	-4&5	-3	0.1	-0.5	-5	7	4
COc1ccc(C/C(C)=N/NC(=S)Nc2ccc(C(C)C)cc2)cc1	.	-7	3	.	0	0.4	i	-1	1	-2
CCCNC(=O)C1(C)CCCN(Cc2ccccc2C#N)C1 (centres undefined)	0.4	.	.	.	.	.	-0.7	-4	.	-7
COc1ccc(CC(=O)NC(C)CCc2ccccc2)cc1OC (centres undefined)	1.5	7	0	-9	8	0.1	-6.2	3	-3	-6
CC(C)c1ccc(N(C(=O)c2csnn2)C(C(=O)NC(C)(C)C)c2cccnc2)cc1 (centres undefined)	-2.0	1	2	-9	0	0.2	0.9	5	18	5
O=C(NCc1ccc(Cl)cc1)C1CCCN(c2ncnc3c2nc2n3CCCCC2)C1 (centres undefined)	-2.2	-6	0	-6	5	0.1	5.3	-12	13	-3
CC(C)(C)NC(=O)CSc1nccn1Cc1ccccc1	.	0	3	-7	-1	1.0	-4.8	0	27	-1
CC(=O)NNC(=O)CC(=O)Nc1nc(C23CC4CC(CC(C4)C2)C3)cs1	-0.8	-21	1	-14	-2	-0.3	-0.4	6	-4	-2
O=C(Nc1nccs1)C1CCCN(S(=O)(=O)c2cccnc2)C1 (centres undefined)	0.8	11	3	3	13	-2.2	-0.3	12	17	1
CCc1ccccc1NC(=O)c1ccc2snnc2c1	1.1	7	7	-1	-4	-0.3	0.6	-4	-2	5
O=C(Nc1cnccn1)C1c2ccccc2Oc2ccccc21	.	-4	-2	-17	5	1.1	0.7	7	10	-1
CCOC(=O)c1sc(NC(=O)CSc2nc(-c3ccco3)cc(C(F)(F)F)n2)c(C(=O)OC)c1C	-0.2	-2	-2	0	-2	0.0	1.6	6	22	-7
O=C(O)c1ccccc1-c1ccccc1C(=O)Nc1ccc2c(c1)[nH]c(=O)c1ccccc12	-0.3	-37	2	2	-3	3.8	i	0	11	-18
Cc1c(/C=N/NC(=O)c2ccccc2O)c2ccccn2c1C(=O)c1ccc(F)cc1	-1.7	6	-2	.	-28	-1.2	-0.3	-3	8	3
Cc1ccc(S(=O)(=O)NCC(=O)OCC(=O)Nc2cccc(S(=O)(=O)NC3=NCCCCC3)c2)cc1C	0.2	4	-1	6	-3	-0.3	-0.4	10	9	-1
CC(Nc1ccc(Cl)cc1)c1cc(Cl)ccc1O (centres undefined)	.	5	-4	-10	10	0.1	i	-21	3	-7
C[n+]1c(-c2ccccc2)cc(-c2ccc(Cl)cc2)cc1-c1ccccc1	-0.5	-12	2	6	-17	1.3	-0.5	1	9	-7
O=C(c1cc2c(=O)n3ccccc3nc2s1)N1CCN(Cc2ccc3c(c2)OCO3)CC1	5.4	2	-2	-3	3	-0.2	i	6	1	-2
CCCNCc1cc(Br)ccc1OCC(=O)NCCc1ccccc1	.	5	1	5	2	-2.1	-0.4	5	-1	-2
CC(C)(C)c1ccc(C(=O)N2CCC(=O)N(C(CO)Cc3ccccc3)CC2)cc1 (centres undefined)	1.6	5	2	8	9	0.0	1.4	9	11	0
Cc1c(OCC(=O)N(C)C)ccc2c(-c3ccccc3)cc(=O)oc12	2.2	-6	1	-4	3	-0.7	-11	-13	27	0
CCC1CCCCN1C(=O)COc1cccc2c1CCN(C)C2=O (centres undefined)	-0.7	-3	3	5	7	0.3	1.0	4	6	1
CCc1ccc(NC(=O)CSc2ccc(-c3ccco3)nn2)cc1	.	4	2	-11	-8	0.2	-0.7	5	20	-1
O=C1CCC(c2ccccc2)N1C(=O)c1cccnc1 (centres undefined)	0.5	5	-9	-13	5	0.6	-0.2	-10	4	-2
Cc1noc(C)c1NC(=O)Nc1ccc2c(c1)C(=O)N([C@H](C)CO)C[C@H](C)[C@@H](CN(C)C(=O)NC1CCCCC1)O2	-0.6&0.1	-8	.	-8	-1	-0.7	i	11	.	9
Clc1ccc(-c2nnc3cccc(Cl)n23)c(Cl)c1	.	-2	2	-8	9	-1.4	.	1	19	-3
CC1(C(=O)NS(=O)(=O)C2CC2)CCN(C(=O)c2ccc3ccccc3n2)C1 (centres undefined)	0.9	.	.	.	.	.	-0.7	-1	.	5
O=C(c1cc(Br)ccc1O)N1CCN(S(=O)(=O)Cc2ccccc2)CC1	-0.4	-2	.	4	3	-0.2	3.1	7	.	-1
O=C(COC(=O)c1ccc(S(=O)(=O)NCc2ccco2)cc1)NCC1CCCCC1	.	-5	4	7	4	0.4	-0.3	-12	-10	-14
COc1ccc(NC(=O)c2c(Cl)cnn2C)c(C)c1	0.5	-7	3	-12	2	-0.6	-0.3	1	21	1

Single records, from the list above:
CC1(C(=O)NS(=O)(=O)C2CC2)CCN(C(=O)c2ccc3ccccc3n2)C1 (centres undefined) is listed with TcdB GH inh: 0.9; Rv3671c inh: .; SARS 3CLpro inh: .; SSB-PriA inh: .; MazF activator: .; PfHsp40 rescue: .; BH1578 lux ind: -0.7; Y pestis TopoI: -1; VHR inh abs: .; Anthrax LF prot: 5
Cc1c(OCC(=O)N(C)C)ccc2c(-c3ccccc3)cc(=O)oc12 is listed with TcdB GH inh: 2.2; Rv3671c inh: -6; SARS 3CLpro inh: 1; SSB-PriA inh: -4; MazF activator: 3; PfHsp40 rescue: -0.7; BH1578 lux ind: -11; Y pestis TopoI: -13; VHR inh abs: 27; Anthrax LF prot: 0

Further compounds:
smiles	TcdB GH inh	Rv3671c inh	SARS 3CLpro inh	SSB-PriA inh	MazF activator	PfHsp40 rescue	BH1578 lux ind	Y pestis TopoI	VHR inh abs	Anthrax LF prot
O=C(COc1cccc2cccnc12)N/N=C1\SCC(=O)N1CCc1ccccc1	0.9	6	-2	.	-2	0.6	2.8	12	22	3
COc1ccc(-c2nnc(SCC(=O)Nc3cc(S(=O)(=O)N4CCCCC4)ccc3Cl)n2N)cc1	.	-6	-5	-12	3	-0.7	-0.2	13	7	-1
O=C(CC(=O)c1ccccc1)c1ccccc1	7.1	.	.	-36	2	-1.3	-0.8	3	.	0
c1ccc2c(c1)-c1nc3ccccc3cc1C2N1CCOCC1 (centres undefined)	1.0	.	.	-6	6	3.0	i	-6	.	2
CCCS(=O)(=O)N1CCC(C(=O)NCC2CCCO2)CC1 (centres undefined)	.	0	-1	-12	5	-0.6	i	-5	-4	2
COc1cc(C(=O)NCC(C)C)c([N+](=O)[O-])cc1OC	.	2	-7	0	7	-1.2	-0.4	-2	-4	1
c1ccc(C2C3=C(CCCC3)Nc3ncnn32)cc1 (centres undefined)	.	-1	0	-3	6	-1.7	i	6	17	-1
O=C(CSc1nncn1-c1cccnc1)N1CCOCC1	1.6	5	-3	-8	1	-0.7	-0.4	-4	21	-1
COc1cccc(CNS(=O)(=O)c2cc(-c3cc(C)no3)ccc2C(C)C)c1	-0.4	3	4	-20	4	-0.4	-0.9	30	4	0
COc1ccc2nc(Nc3nc(C)c(C(C)=O)s3)sc2c1	.	-10	1	-10	-9	-0.3	-5.9	7	15	-6
CN(CC1CCOCC1)C(=O)CC1C(=O)NCCN1CC(c1ccccc1)c1ccccc1 (centres undefined)	1.1	-1	-2	9	-5	4.1	0.8	15	36	-1
COc1ccc(/C(C)=N/NC(=O)CNC(=O)COc2ccccc2)c(OC)c1	0.3	-1	-1	.	7	-0.1	-0.2	6	11	2
CCN1C(=NCC(C)C)N[C@@H](c2cccc(C(F)(F)F)c2)C(C(=O)OC)=C1C	0.1	-3	-5	-13	14	-0.1	0.5	-4	5	-9
O=C(O)CCCN1C(=O)/C(=C/c2ccc(-c3nc4ccccc4s3)o2)SC1=S	.	-4	-4	-11	-9	-0.8	-2.8	18	24	40*
CN(C(=S)Nc1ccc(SC(F)F)cc1)c1ccc(O)cc1	-0.2	-40	6	9	6	0.0	-0.2	-7	26	0
COc1cc(Cl)c(C)cc1NC(=O)CSC1=NCCS1	0.8	-3	.	-9	3	3.5	-0.6	18	.	-6
COc1ccc(C(=O)N(CC2CCCO2)C(C(=O)NC2CCCC2)c2ccc(C)cc2)cc1OC (centres undefined)	.	3	2	2	-2	-0.5	-0.7	19	27	-1
Cc1cccnc1NC(=O)CCc1nnc2ccc(NCc3ccco3)nn12	1.1	2	1	-12	1	-1.6	i	-10	18	-6
Cc1ccc(-c2csc(N(CCCN(C)C)C(=O)c3ccco3)n2)cc1	1.8	3	-1	24	3	1.3	i	-2	4	-1
CC(=O)N(c1ccccc1)c1c(F)c(F)c(F)c(F)c1F	.	3	-2	-9	2	34*	.	7	-16	11
O=C(COC(=O)c1ccc(F)cc1)Nc1ccccc1N1CCOCC1	.	-1	1	1	-4	1.0	i	-2	-4	0
Cc1ccc(C(=O)CCC(=O)OCC(=O)N(C)c2c(N)n(Cc3ccccc3)c(=O)[nH]c2=O)cc1	0.9	3	.	-3	-7	0.3	0.7	10	.	.
COc1ccc(Cl)cc1-c1nc(SCC(=O)NCCN2C(=O)CSC2=O)n[nH]1	.	-3	3	-9	4	-1.4	-0.2	3	12	0
COc1ccc(C(=O)Nc2cc(C)c(NC(=O)c3ccccn3)cn2)cc1	3.3	0	-3	-7	2	0.3	-0.6	16	7	-2
COc1cc(NC(=O)c2cccc(C)c2)c(Cl)cc1[N+](=O)[O-]	.	-5	-1	-7	4	-0.6	-0.3	12	2	-1
CCc1ccc(NC(=O)CNC(=O)[C@@H]2Cc3ccccc3CN2)cc1	-2.8	13	-2	-8	12	-1.6	-3.1	0	21	-2
